# Compound activity (PubChem BioAssay)
# SENP1 inh: inhibitors of human SENP1 SUMO protease catalytic domain. Q9P0U3. recombinant SENP1 catalytic domain, CyPet-SUMO1-YPet FRET cleavage. inhibition, % at 10 µM. 0.21% of 360,000 active. AID 624204;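 active = inhibition at least 30% at 10 µM, raw YFP signal under a set limit, fluorescence ratio 0.5 to 1.5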;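 also: 0% = enzyme with DMSO and 100% = no enzyme wells; some results filed as inactive read as strong as hits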
# Target sequence (Q9P0U3 419-644 limits assumed): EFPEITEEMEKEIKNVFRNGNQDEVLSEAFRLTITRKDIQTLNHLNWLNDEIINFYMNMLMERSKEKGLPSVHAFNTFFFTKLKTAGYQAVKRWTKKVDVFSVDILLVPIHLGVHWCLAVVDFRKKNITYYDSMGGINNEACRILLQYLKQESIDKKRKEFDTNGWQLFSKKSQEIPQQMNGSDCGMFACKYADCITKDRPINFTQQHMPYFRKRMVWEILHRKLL
#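 Test system: hSENP1 catalytic domain, recombinant; Amount: 20 pM final SENP1 enzyme; Medium: Tris pH 8 buffer plus EDTA, NaCl, BME, BSA, NP40, catalase; Schedule: 50 min enzyme reaction, room temperature, light-protected; Technique: FRET fluorescence in CFP and YFP emission channels; Controls: no-enzyme wells low, DMSO-plus-enzyme wells high control.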
# PfG6PD inh: PfG6PD (Plasmodium falciparum) enzyme inhibition; PfGluPho enzyme, NADPH resazurin-diaphorase fluorescence; inhibition, % at 20 µM; 0.78% of 350,000 active;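 active = inhibition reaching at least a set limit at 20 µM in the primary screen, cut at about 59% in these data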;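 also: 0% = DMSO wells with substrate and 100% = DMSO wells lacking glucose-6-phosphate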
# GRIN3A LBD mod: modulators (binders) of human NR3A ligand-binding domain. NR3A LBD differential scanning fluorimetry, Tm shift; 0% = protein alone, 100% = glycine-bound protein. Tm shift relative to glycine control, % at 25 µM. 2.5% of 340,000 active;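 active = melting temperature shift of at least 10% of the positive control shift, at one fixed dose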
# SENP6 block: blocks the human protease SENP6 | inhibition, % at 10 µM | 1.8% of 330,000 active | AID 2599 | Recombinant SENP6 catalytic domain, aminoluciferin luminescence | Q9GZR1;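 active = inhibition above about 50% at the single tested dose, limit read from the data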;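 also: plate controls were DMSO wells with enzyme for no effect and DMSO wells lacking enzyme for full effect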
# Target sequence (Q9GZR1 628-1112 limits assumed): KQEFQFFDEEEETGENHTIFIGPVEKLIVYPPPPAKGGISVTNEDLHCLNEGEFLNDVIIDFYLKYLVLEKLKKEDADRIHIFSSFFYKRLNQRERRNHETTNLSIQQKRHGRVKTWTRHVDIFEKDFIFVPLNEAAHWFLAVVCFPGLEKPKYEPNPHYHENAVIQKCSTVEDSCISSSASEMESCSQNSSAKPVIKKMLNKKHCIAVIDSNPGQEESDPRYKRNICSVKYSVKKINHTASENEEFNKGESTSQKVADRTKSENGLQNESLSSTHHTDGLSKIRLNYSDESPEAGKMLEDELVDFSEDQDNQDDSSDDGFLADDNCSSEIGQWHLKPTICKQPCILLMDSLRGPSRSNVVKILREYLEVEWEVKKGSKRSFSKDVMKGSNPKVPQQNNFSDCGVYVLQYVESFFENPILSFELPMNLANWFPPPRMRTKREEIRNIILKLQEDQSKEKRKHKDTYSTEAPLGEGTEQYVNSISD
# SENP8 inh: blocks human SENP8 cleavage of Nedd8 substrate | Q96LD8 | recombinant SENP8, Nedd8 substrate fluorescence | inhibition, % at 20 µM | 0.64% of 360,000 active | AID 602440; in the data active = inhibition mostly above about 40%, no sharp cut-off; inactive = mostly below about 27%
# ATG4B inh: inhibitors of human ATG4B cysteine protease. Q9Y4P1. ATG4B cleavage of LC3-PLA2, NBD-HPC fluorescence, 1 h. inhibition, % at 8.33 µM. 0.51% of 340,000 active; in the data active = inhibition above about 40%
# Target sequence (Q9Y4P1 whole entry, looked up): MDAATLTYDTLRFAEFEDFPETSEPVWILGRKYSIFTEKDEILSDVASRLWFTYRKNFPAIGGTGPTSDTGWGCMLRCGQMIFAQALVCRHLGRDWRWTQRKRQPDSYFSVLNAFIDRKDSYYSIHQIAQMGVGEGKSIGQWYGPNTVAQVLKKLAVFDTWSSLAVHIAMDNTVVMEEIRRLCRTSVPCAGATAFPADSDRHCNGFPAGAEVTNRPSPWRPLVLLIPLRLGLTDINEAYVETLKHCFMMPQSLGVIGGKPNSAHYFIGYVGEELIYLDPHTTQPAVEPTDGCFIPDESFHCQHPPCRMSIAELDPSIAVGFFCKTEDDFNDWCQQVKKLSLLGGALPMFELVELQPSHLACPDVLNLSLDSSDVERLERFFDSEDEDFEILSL
# hIAP act: human IAP activation. P09923. 0.16% of 330,000 active. activation factor at 10 µM. purified human IAP, CDP-Star luminescence, 30 min; active compounds read high; 1 = vehicle-only enzyme, 0 = enzyme-free background. AID 2524;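 active = activation factor of the enzyme at least 2-fold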; also: the source names both 10 and 20 µM as test concentration; values of inactives mirror those of a sister screen read the other way
# MPTP block: permeability transition pore inhibition | isolated mouse mitochondria, Ca2+ swelling absorbance, 30 min | inhibition, % at 10 µM | 1.4% of 360,000 active | AID 602449;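 active = inhibition of 50% or more, scaled per plate between neutral and stimulator controls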;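 also: 0% = DMSO wells given calcium and 100% = 1 mM EGTA wells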
# * = called active by the depositor; . = not tested or not shown.
SMILES,SENP1 inh,PfG6PD inh,GRIN3A LBD mod,SENP6 block,SENP8 inh,ATG4B inh,hIAP act,MPTP block
O=C(COC(=O)c1ccc(S(=O)(=O)N2CCCC2)cc1)Nc1cccc(Cl)c1,3,9,-6,-12,7,-55,1.1,-0.1
COc1cccc(N2CCN(C(=O)CN3C(=O)NC4(CCCC4)C3=O)CC2)c1,1,-10,-1,17,4,5,0.96,-0.8
O=C(NCCCN1CCOCC1)c1sc2cc(Cl)ccc2c1Cl,2,-11,0,-24,12,5,0.98,-2.1
CNC(=O)NC(=O)C(C)OC(=O)c1cc2c(s1)CCCCC2 (stereo not given),2,-1,-2,3,19,-2,0.95,0.0
CC1(C)C(=O)C2(CCCCC2)C(=O)OC1c1ccc(O)cc1 (stereo not given),0,-19,6,-3,-4,7,0.98,-1.2
CC1CCCCC12NC(=O)N(CC(=O)NCCc1ccc(S(N)(=O)=O)cc1)C2=O (stereo not given),0,3,1,-7,-2,7,0.97,0.2
C=CCNCc1ccc(C(=O)NCCCCCCC)cc1[N+](=O)[O-],-7,0,-5,-13,-58,0,0.89,0.6
CSc1cccc(NC(=O)CNC(=O)c2ccc3c(c2)OCO3)c1,-1,6,0,-4,10,-4,1.1,-2.1
COc1ccc(CCSc2nnc(C3CCCCC3)n2N)cc1,-1,17,-1,-12,11,4,0.97,23
CCOC(=O)c1c(CC(C)C)csc1NC(=O)COC(=O)C1=NNC(=O)CC1,1,-14,0,0,4,-6,0.94,-0.7
CCOc1ccc(N(CC(=O)NCC2CCCO2)C(=O)CCC(=O)Nc2nccs2)cc1 (stereo not given),-1,-11,-1,10,18,11,1,-1.5
CCCCCC(=O)Nc1cc(S(=O)(=O)N2CCOCC2)ccc1N1CCCCC1,0,19,1,-4,5,0,0.91,-1.5
COc1cccc(NC(=O)C2Cc3ccccc3CN2C(=O)c2ccco2)c1 (stereo not given),-8,22,3,-7,-12,-16,1.1,0.1
COc1cccc(N2CCN(C(=O)CN3C(=O)NC(C)(c4ccc5ccccc5c4)C3=O)CC2)c1 (stereo not given),1,1,19*,-1,9,-21,1.1,-1.5
CN(C)C(CNC(=O)c1cc2ccccc2o1)c1ccccc1 (stereo not given),-3,-5,-1,.,28,6,.,0.1
Cn1nc(C(=O)NCc2ccc(F)cc2)c2c1-c1ccccc1S(=O)(=O)C2,1,-3,0,4,7,5,0.94,-1.3
COc1ccc(C(=O)NCC(=O)OCc2ccc(F)cc2)cc1,1,-8,-47,13,0,-6,1,-0.2
CC(C)CNC(=O)NC(=O)COC(=O)c1ccccc1Sc1ccc(C(F)(F)F)cc1[N+](=O)[O-],1,26,-9,5,31,-6,1.1,4.1
Cc1cccc(-c2cc(C(=O)Nc3c(C)n(C)n(-c4ccccc4)c3=O)c3ccccc3n2)c1,2,23,-4,-20,8,5,0.82,-1.2
Cc1cccc(CS(=O)(=O)c2ncc(Cl)c(C(=O)Nc3c(C)cccc3C)n2)c1,1,19,1,-9,3,-16,0.72,1.5
CCn1c(=O)cc(OCC(=O)N(C)c2ccccc2F)c2ccccc21,3,20,-3,8,-7,-1,1.2,-3.1
CC(C)C[C@H](NC(=O)N1CCn2c1nc1ccccc12)C(=O)N[C@@H](Cc1ccccc1)C(=O)O,0,1,0,-2,2,-9,0.94,-2.2
COc1ccccc1NC(=O)c1ccccc1SC,3,4,5,-9,28,-2,0.83,-3.3
COc1ccc2c(CC(=O)OCC(=O)Nc3cccc(S(N)(=O)=O)c3)coc2c1,1,7,0,-14,-11,-11,1.2,0.1
CC1CCCN(CCCNS(=O)(=O)c2ccc3c(c2)CCN3C(=O)C2CC2)C1 (stereo not given),0,-3,0,-3,-29,-2,1.2,0.0

# With a hit mark in GRIN3A LBD mod, of those listed so far:
canonical_smiles	SENP1 inh	PfG6PD inh	GRIN3A LBD mod	SENP6 block	ATG4B inh	hIAP act	MPTP block
COc1cccc(N2CCN(C(=O)CN3C(=O)NC(C)(c4ccc5ccccc5c4)C3=O)CC2)c1 (stereo not given)	1	1	19*	-1	-21	1.1	-1.5

# The list goes on:
SMILES,SENP1 inh,PfG6PD inh,GRIN3A LBD mod,SENP6 block,SENP8 inh,ATG4B inh,hIAP act,MPTP block
Cc1cc(C(=O)Nc2c(F)cc(F)cc2Br)cs1,0,-4,-1,1,-6,6,1,-1.1
O=C(CNC(=O)c1cccc(OC(F)F)c1)OCC(=O)c1ccccc1,-1,-9,0,6,4,3,0.95,-2.7
Cc1ccc(S(=O)(=O)c2nc(-c3ccccc3)oc2SCC(=O)NCC2CCCO2)cc1 (stereo not given),1,2,-3,15,-3,-6,0.95,-0.9
O=C(CCN=C1NS(=O)(=O)c2ccccc21)NCc1ccccc1F,-7,10,1,-2,-5,-7,0.91,-1.2
O=[N+]([O-])c1cccc(COc2ccc(CN3CCCCC3)cc2)c1,2,-26,0,.,14,7,.,1.4
Cc1ccc(C(c2nnnn2CS(=O)(=O)c2ccc(C)cc2)N2CCCC2)cc1 (stereo not given),1,-2,-2,-19,2,-3,0.95,0.4
Cc1noc(C)c1S(=O)(=O)N1CCC(C(=O)NC2CCCc3ccccc32)CC1 (stereo not given),3,-16,-1,-7,11,7,1.1,1.3
Cc1cccc(OCC(O)CN2C(C)(C)CC(O)CC2(C)C)c1 (stereo not given),1,1,2,-7,3,-2,0.87,-2.5
CCCCN1C(=O)C(CC(=O)NCCN2CCOCC2)CC(C(=O)N2CCOCC2)=C1C (stereo not given),2,-18,.,.,25,.,.,-2.4
O=C(CSc1nc2ccccc2n1Cc1ccccc1)N/N=C/c1ccccc1C(=O)O,0,-1,-1,-24,6,4,0.96,2.5
COc1ccc(OC)c2sc(NC(=O)c3ccc(S(=O)(=O)N(C)C)cc3)nc12,5,5,-17,-20,14,-8,1.1,-0.9
O=C(O)c1cc([N+](=O)[O-])ccc1NCc1cccnc1,2,-13,0,1,15,3,0.85,-0.2
CN(c1cccc(Cl)c1)S(=O)(=O)c1cccc(C(=O)Nc2ccc3c(c2)CCC3)c1,1,-3,-3,9,18,-6,0.93,49
CCOc1ccccc1N1CCN(Cc2cc3c(cc2[N+](=O)[O-])OCO3)CC1,-2,16,-3,-9,14,-4,1.1,0.7
CCCn1cc(S(=O)(=O)c2ccc(C)cc2)c(=O)c2cc(OC)c(OC)cc21,1,3,-1,15,-48,0,1,-1.8
COc1cc(/C=C/C(=O)Nc2ccc(N3CCCCC3)c(S(=O)(=O)Nc3ccccc3Cl)c2)cc(OC)c1OC,1,14,2,-5,-64,1,1.2,4.9
O=C(N/N=C/C=C/c1ccccc1)c1cc(C2CC2)[nH]n1,2,0,-21,4,15,2,1.7,0.7
COc1ccc(COc2cc(-c3cccc(OC)c3)nc3ccc(NC(=O)c4ccc(Cl)cc4)cc23)cc1,1,9,10,-10,-127,-11,0.91,0.0
Cc1cc2nc(-c3ccc(SCC(=O)N4CCOCC4)nc3)[nH]c2cc1C,-8,32,-1,8,-317,-11,0.9,-1.4
COc1ccc(C(=O)Nc2cc3c(cc2Cl)OCCCO3)cc1,2,-15,0,-6,5,1,1.2,-0.2
COc1ccc(-c2cc(C)no2)cc1S(=O)(=O)N1CCCN(Cc2ccc(F)cc2)C1,3,11,0,-13,9,-5,1.3,-1.4
CC(Oc1ccc(Cl)cc1Cl)C(=O)OCC(=O)c1c(N)n(C)c(=O)n(C)c1=O (stereo not given),0,6,0,-4,28,-16,0.89,-2.3
O=C(O)C1(C(=O)O)CCC2(CCCCC2)CC1,2,-15,.,.,21,.,.,-0.3
COc1ccc(OC)c(S(=O)(=O)NCCO)c1,1,-7,1,-1,22,5,1.2,-2.5
COc1ccc(F)cc1S(=O)(=O)n1cnc2ccccc21,5,-4,5,8,19,0,0.9,-2.0
SMILES,SENP1 inh,PfG6PD inh,GRIN3A LBD mod,SENP6 block,SENP8 inh,ATG4B inh,hIAP act,MPTP block
CN(Cc1ccccc1)C(=O)c1cn(C)c2ccc(S(=O)(=O)N3CCCC3)cc2c1=O,2,-14,1,5,2,1,1.2,-0.3
CCOC(=O)N(O)c1ccc(C=Cc2ccccc2)cc1,1,19,-8,.,-382,-6,.,31
CC(C)Cn1cnc2c(=O)oc3ccccc3c21,-3,-6,0,-6,27,-2,0.89,0.0
CC1C(=O)C(C)C(c2ccco2)NC1c1ccco1 (stereo not given),-1,21,4,10,6,-4,0.97,1.9
O=C1N=C(N2CCc3ccccc3C2)S/C1=C\c1cccc(O)c1,1,12,-2,-13,-22,22,0.93,7.8
COc1ccc(C)c2sc(N(CCN(C)C)C(=O)c3ccc(S(=O)(=O)N(C)c4ccccc4)cc3)nc12,1,17,.,.,7,.,.,-1.2
CCN(CC)c1ccc(NC(=O)COC(=O)C2CCN(c3ccc(C(F)(F)F)cn3)CC2)cc1,2,26,-3,-2,6,-20,1,-0.5
CCOc1ccc(NC(=O)C2=C(C)C(=O)OC23CCC(C)CC3)cc1 (stereo not given),1,0,-3,0,5,-4,1,0.7
CCCCn1nnnc1SCC(=O)Nc1ccc(C)cc1,3,8,0,-5,17,-10,0.84,-0.5
COc1ccc([C@H]2N[C@]3(CCCN(Cc4ccc(F)cc4)C3=O)[C@H]3C(=O)N(Cc4ccccc4)C(=O)[C@@H]23)cc1,2,0,.,.,-217,.,.,0.3
CCN(CC)C(=O)c1[nH]cnc1C(=O)N[C@@H](Cc1ccccc1)C(=O)OC(C)(C)C,2,17,-3,-10,6,2,1.3,-0.5
CCn1cc(CNC(=O)CC2C(=O)NCCN2CC(c2ccccc2)c2ccccc2)cn1 (stereo not given),-16,-6,-2,3,-2,6,1.2,-1.9
O=C(OCc1ccc(Cl)c(Cl)c1)c1ccccn1,0,-2,-8,80*,8,1,0.83,-1.5
CCOc1cc(C(=O)Nc2ccc(S(=O)(=O)NC3=NCCCCC3)cc2)cc(OCC)c1OCC,1,-3,-2,10,-3,-4,0.96,-1.2
CCOc1c(Cl)cc(CNc2ccc(N3CCCC3)cc2)cc1OC,-44,50,-1,.,-442,1,.,4.0
CC(C)CN(C(=O)COC(=O)c1ccc(-c2ccccc2)cc1)C1CCS(=O)(=O)C1 (stereo not given),-1,4,1,-37,8,7,0.95,1.0
OC(Cc1cccnc1)c1ccccc1 (stereo not given),0,0,3,.,2,3,.,0.2
Cc1cc(=O)oc2cc(OC(C)C(=O)NCC3CCC(C(=O)O)CC3)c(Cl)cc12 (stereo not given),3,-12,-1,-10,-59,-10,0.89,-1.5
Cc1c(C#N)c2ccccc2n1CCOc1ccccc1F,-20,12,-3,3,-21,2,0.99,12
Cc1ccc(S(=O)(=O)NC(C)(C)CSc2nncn2N)cc1,0,-3,-2,-6,20,-9,0.94,1.8
CCN(CC)CCCN1C=C2C(=O)C(C)(OC(=O)CCC(=O)OC)C(=O)C(Br)=C2C=C1c1ccc(OC)cc1 (stereo not given),-39,35,-11,9,-143,3,1.1,1.0
COc1ccc(C(=O)Cn2nc(CNc3ccc(Br)cc3)[n+]3c2CCCCC3)cc1,1,0,0,12,24,-8,1.1,-0.4
CCN(CC)S(=O)(=O)c1cccc(NC(=O)CSc2nnc(N)s2)c1,1,2,-1,-9,-28,-8,1,0.7
Nc1cc(N)nc(SCc2ccc(Cl)cc2)n1,1,11,1,0,-2,-6,1.3,1.9
CCc1noc(C)c1C(=O)N1CCCC(CCC(=O)NCc2cccc(OC)c2)C1 (stereo not given),0,-3,-1,14,12,-13,0.9,-4.5

# Random excerpt: 4 entries already listed.
SMILES,SENP1 inh,PfG6PD inh,GRIN3A LBD mod,SENP6 block,SENP8 inh,ATG4B inh,hIAP act,MPTP block
Nc1cc(N)nc(SCc2ccc(Cl)cc2)n1,1,11,1,0,-2,-6,1.3,1.9
COc1ccc(C(=O)Cn2nc(CNc3ccc(Br)cc3)[n+]3c2CCCCC3)cc1,1,0,0,12,24,-8,1.1,-0.4
Cc1ccc(S(=O)(=O)NC(C)(C)CSc2nncn2N)cc1,0,-3,-2,-6,20,-9,0.94,1.8
CC1C(=O)C(C)C(c2ccco2)NC1c1ccco1 (stereo not given),-1,21,4,10,6,-4,0.97,1.9
